IL2 activator – activates IL-2 in a cell-based reporter assay; activation, % (series mostly up to about 46 µM); AID 652025; actives 0.065% (n = 360,000); IL-2 activation reporter assay, cell-based qHTS; stimulated with anti-CD3/CD4/CD28 beads; in transgenic mouse T cells; in the data active = activation above about 50%; inconclusive = mostly about 30% to 49%; also: 0% is about no effect
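EGFP and DsRed fluorescence is measured by plate cytometry in unstimulated transgenic mouse T cells exposed to compound for 60 minutes, then stimulated 18 hours at 37 degrees C with anti-CD3/anti-CD4 beads plus anti-CD28.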
PI5P4Ka inh – blocks human PI5P4K alpha kinase activity. PI5P4Kalpha enzyme, ADP-Glo luminescence, 60 min; active compounds read low. max response, %. actives 1.2% (n = 330,000). AID 652105; active = max response of -50% or lower; inconclusive = between -30% and -50%; inactive = -30% or higher; also: value at the top dose of about 77 µM; % is scaled to controls: 0 for no effect and ±100 for the full control effect
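Compounds were pin-transferred onto PI5P4Kalpha and substrate in HEPES pH 7.4 buffer with EGTA, CHAPS and 5% DMSO. ATP (5 microM final) started the reaction, which ran 60 minutes at room temperature before ADP-Glo detection.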
Abeta yeast res – A-beta toxicity reversal in yeast; yeast expressing A-beta42, growth rescue, OD600, 48 h; response scale: 0% DMSO, 100% iron-clioquinol control; Potency, µM (series often up to 46.1 µM), for the others: at the highest dose growth rescue, usual class: activators; actives 0.063% (n = 410,000); also: potency is read from the fitted curve at half-maximal effect; nearly all actives have a fitted effect of over 55% in size
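Yeast growth medium received pinned compounds, then yeast cells expressing toxic A-beta were added; plates incubated at 30 C for 48 hr. Growth read as absorbance at 600 nm, normalized to DMSO and equimolar FeCl3 plus clioquinol controls.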
WRN inhibitor – blocks human WRN helicase; Q14191; WRN helicase unwinding, fluorescent forked duplex, kinetic; Potency, µM (highest dose often 114 µM), without a hit: top-dose activity change, negative = inhibition, usual class: inhibitors; actives 0.46% (n = 360,000); also: potency is read from the fitted curve at half-maximal effect; % is scaled to controls: 0 for no effect and ±100 for the full control effect; nearly all actives have a fitted effect of over 55% in size
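Fluorescence dequenching readout, ex 525 nm/em 598 nm, kinetic mode: forked duplex DNA (100 nM final) with adjacent fluorophore and quencher unwound by WRN (20 nM final) with 2 mM ATP. Compound preincubation 15 min, room temperature.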
EPAC1 ag – agonists of human EPAC1; O95398; EPAC1 agonist qHTS, biochemical assay; response scale: 100% = response to 6.5 mM cAMP; Potency, µM (series often up to 154 µM), inactives show top-dose activation, most hits filed as activators; actives 0.073% (n = 360,000); also: potency is read from the fitted curve at half-maximal effect; nearly all actives have a fitted effect of over 60% in size
Target sequence (O95398 whole entry, looked up): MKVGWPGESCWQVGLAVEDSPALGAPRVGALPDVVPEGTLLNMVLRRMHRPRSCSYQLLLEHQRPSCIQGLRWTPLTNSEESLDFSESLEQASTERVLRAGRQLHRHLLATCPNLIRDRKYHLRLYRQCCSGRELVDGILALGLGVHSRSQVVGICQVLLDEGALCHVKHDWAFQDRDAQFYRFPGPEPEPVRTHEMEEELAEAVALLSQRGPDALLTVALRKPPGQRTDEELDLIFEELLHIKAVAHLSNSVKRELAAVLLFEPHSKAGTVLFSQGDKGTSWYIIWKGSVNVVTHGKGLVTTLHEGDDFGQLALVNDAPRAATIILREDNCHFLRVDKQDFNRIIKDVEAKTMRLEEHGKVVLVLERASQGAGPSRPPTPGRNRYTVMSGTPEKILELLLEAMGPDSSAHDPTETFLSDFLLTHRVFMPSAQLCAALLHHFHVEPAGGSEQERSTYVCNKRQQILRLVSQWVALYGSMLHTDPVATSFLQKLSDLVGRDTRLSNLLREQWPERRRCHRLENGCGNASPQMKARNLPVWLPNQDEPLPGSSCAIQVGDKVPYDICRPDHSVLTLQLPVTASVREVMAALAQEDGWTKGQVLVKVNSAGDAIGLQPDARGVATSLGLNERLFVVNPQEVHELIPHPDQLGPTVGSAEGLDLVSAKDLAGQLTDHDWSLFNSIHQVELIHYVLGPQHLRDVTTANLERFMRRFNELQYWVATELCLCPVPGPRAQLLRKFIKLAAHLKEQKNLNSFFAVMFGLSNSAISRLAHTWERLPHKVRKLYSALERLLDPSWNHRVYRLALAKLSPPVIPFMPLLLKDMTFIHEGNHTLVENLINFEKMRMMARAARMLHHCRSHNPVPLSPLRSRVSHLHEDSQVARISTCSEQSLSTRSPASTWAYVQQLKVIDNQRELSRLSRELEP
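Normalized to 6.5 mM cAMP, activity reflects EPAC1-catalysed release of BODIPY-GDP from Rap1B, followed kinetically over 30 min at 480 nm excitation, 540 nm emission. Reaction contained 100 nM EPAC1, 250 nM Rap1B-BODIPY-GDP, 50 uM GDP.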
PLK1 PBD block – PLK1 (human) polo-box domain binding inhibition; Plk1 PBD binding of FITC phosphopeptide, fluorescence polarization; P53350; Potency, µM, for inactives: max response, negative = inhibition, actives largely listed as inhibitors; actives 2.8% (n = 360,000); also: potency is read from the fitted curve at half-maximal effect; series mostly up to about 57 µM; % is scaled to controls: 0 for no effect and ±100 for the full control effect; nearly all actives have a fitted effect of over 65% in size
FUS yeast rescue – suppressors of FUS proteinopathy in yeast | AID 1347120 | S. cerevisiae FUS-expressing, growth rescue, OD600, 24 h | Potency, µM (doses to about 76.6 µM), for the others: at the highest dose growth rescue (activation), most hits filed as activators | actives 0.24% (n = 390,000);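 also: potency is read from the fitted curve at half-maximal effect; plate controls were DMSO vehicle for no effect and reference control for full effect; nearly all actives have a fitted effect of over 55% in size; some results filed as inactive show a strong effect at the top dose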
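Galactose (2%) drives FUS expression in yeast precultured in raffinose; seeding density OD 0.005. Test compounds incubated 24hr at 30C and 99% humidity before absorbance at 600 nm was measured.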
aSyn yeast inh – inhibitors of alpha-synuclein toxicity in yeast; Yeast expressing alpha-synuclein, growth rescue, BacTiter-Glo, 24 h; Potency, µM (series often up to 46.1 µM), for the others: top-dose growth rescue (activation), usual class: activators; actives 0.14% (n = 370,000); also: potency is read from the fitted curve at half-maximal effect; % of control where 0% means no effect; nearly all actives have a fitted effect of over 65% in size
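Screening used galactose-induced yeast with toxic alpha-synuclein levels, exposed to compound for 24 hr at 30 deg C. Cell growth, read with BacTiter-Glo luminescence, gave the measured signal.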
EPAC1 antag – blocks human EPAC1 exchange factor; EPAC1 GEF assay, Rap1b-BODIPY-GDP exchange fluorescence; Potency, µM (series often up to 115 µM), without a hit: at the highest dose activity change, negative = inhibition, hits mostly inhibitors; actives 0.14% (n = 360,000);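 also: potency is read from the fitted curve at half-maximal effect; plate controls were vehicle for no effect and positive control for full effect; nearly all actives have a fitted effect of over 50% in size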
Active calls of the source: *; ? = inconclusive; . = no result given. Unless noted, calls follow the shape of the dose curve; as a rule, active = well fitted curve in the direction sought with a large enough effect; inconclusive = small, poorly fitted or top-dose-only effect, or another doubt; inactive = no such curve, though single readings can be large; an effect the other way counts as inactive or inconclusive.

SMILES | IL2 activator | PI5P4Ka inh | Abeta yeast res | WRN inhibitor | EPAC1 ag | PLK1 PBD block | FUS yeast rescue | aSyn yeast inh | EPAC1 antag
COC(=O)c1nnn(-c2nonc2N)c1CN1CCCC1 | -1.9 | 3 | 8% | 4% | 7% | -1% | -18% | -6% | 3%
CCC1Nc2ncnc(N3CCN(c4ccccc4)CC3)c2N(Cc2ccc(C)cc2)C1=O (stereo unspecified) | 1.0 | -6 | -3% | -2% | 10% | 0% | ? | 3% | -2%
C/C(=N\NC(=O)CCc1c(C)n[nH]c1C)c1ccc([N+](=O)[O-])cc1 | -0.5 | 0 | 7% | -3% | -1% | -5% | 1% | 0% | -6%
Cc1ccc(CNC(=O)CNC(=O)c2ccco2)cc1 | -2.6 | 1 | -7% | 8% | 2% | -10% | 15% | -3% | -2%
COc1ccc(S(=O)(=O)N2CCC(C(=O)Nc3c(F)cccc3F)CC2)cc1 | 1.5 | 1 | 0% | 13% | -9% | -1% | -9% | -3% | -11%
O=C(NCC1CCCO1)C(=O)c1c[nH]c2ccccc12 (stereo unspecified) | -0.3 | 2 | -7% | -1% | 0% | -24% | -13% | 0% | -18%
CCOC(=O)c1sc2cc([N+](=O)[O-])cc(SCCO)c2c1N | -0.1 | 1 | 0% | -13% | 5% | -9% | -15% | -6% | -4%
CC(C)=CCC[C@](C)(OC1OC(COC2OCC(O)C(O)C2O)C(O)C(O)C1O)C1CC[C@]2(C)C1C(O)CC1[C@@]3(C)CCC(O[C@@H]4O[C@H](CO)C(O)C(O)C4O[C@@H]4OC(CO)C(O)C(O)C4O)C(C)(C)C3CC[C@]12C (stereo partly specified) | 1.3 | 5 | 5% | -4% | -5% | 1% | ? | 3% | -5%
O=C(CN1C(=O)CSC1=O)NCc1ccccc1 | -0.7 | . | -3% | 0% | 5% | -7% | 26% | -2% | 4%
O=C(CNC(=O)C12CC3CC(CC(C3)C1)C2)NC1=NCCS1 | 4.3 | . | 21% | -4% | -5% | -1% | 7% | 1% | 0%
CCN(CC)C(=O)COc1ccc(C=O)cc1OC | -2.4 | 14 | -17% | -8% | 0% | -2% | 1% | -5% | 3%
COc1ccc(/C=C/C(=O)Nc2ccc(C34CC5CC(CC(O)(C5)C3)C4)cc2)cc1OC | -0.1 | -2 | -17% | -5% | -7% | ? | -1% | 5% | -16%
O=c1cc(N2CCc3ccccc3C2)[nH]c(=O)n1-c1ccc(Br)cc1 | -0.2 | . | 5% | -7% | -3% | -1% | 2% | 0% | -7%
O=C(O)COc1ccc(/C=N/Nc2nc(Nc3ccccc3)nc(N3CCCCC3)n2)cc1 | -2.3 | -5 | -7% | 2% | -5% | -1% | ? | -8% | -8%
O=C(NNC(=S)NC(=O)c1cccnc1)c1ccccc1 | -0.6 | -14 | 31% | 10% | -1% | -4% | 7% | -6% | 14%
CCN(CC(=O)NC1CCS(=O)(=O)C1)C(=O)c1cc(OC)c(OC)c(OC)c1 (stereo unspecified) | 0.4 | -2 | 5% | -6% | 12% | -5% | 9% | -4% | -6%
COc1cccc(-c2nn3c(-c4ccco4)nnc3s2)c1 | -0.8 | -3 | 3% | -20% | 0% | -4% | 1% | . | -1%
O=C(/C=C/Nc1cccc([N+](=O)[O-])c1)c1ccco1 | -0.3 | . | 26% | 24% | 3% | -27% | -16% | 13µM* | -3%
CCOC(=O)CC(=O)CSc1ncnc2c1nnn2-c1ccccc1 | 3.5 | 9 | 5% | -8% | 4% | -5% | 28% | 18% | -5%
CCCCOc1ccc(NC(=O)C(=O)NCCC2=CCCCC2)cc1 | 1.1 | 4 | 3% | -8% | -5% | -30% | -3% | 12% | 20%
CN(C)S(=O)(=O)n1cc(/C=C(\NC(=O)c2ccccc2)C(=O)N2CCOCC2)c2ccccc21 | 0.3 | -6 | 17% | -2% | -5% | -28% | -9% | 0% | 3%
Cc1cccn2c(=O)c(/C=C(\C#N)S(=O)(=O)c3ccccc3)c(N3CCC(C(N)=O)CC3)nc12 | -1.1 | -3 | -4% | -8% | 11% | 2% | ? | 0% | 2%
Cc1ccc(NC(=O)c2cccc(OC(F)F)c2)c(OC(F)F)c1 | 1.4 | 3 | -12% | 5% | -14% | 0% | . | -4% | -5%
CN(C)c1ccc(C(=S)N2CCN(S(=O)(=O)c3ccccc3)CC2)cc1 | -0.9 | -9 | 5% | -5% | 11% | -5% | 21% | -3% | -12%
CCOC(=O)c1nn(-c2ccccc2C)c2nc(Nc3ccccc3)cc(=O)n12 | -1.3 | 1 | -16% | -3% | 4% | -11% | 29% | -2% | 0%

Continuation.
SMILES | IL2 activator | PI5P4Ka inh | Abeta yeast res | WRN inhibitor | EPAC1 ag | PLK1 PBD block | FUS yeast rescue | aSyn yeast inh | EPAC1 antag
Cc1ccc(-c2cc(-c3ccc(C)cc3O)[nH]n2)cc1 | 0.7 | 13 | -4% | -19% | 12% | -7% | -14% | -19% | -16%
CCCN(C(=O)CSc1nnnn1-c1ccccc1OC)C1CCS(=O)(=O)C1 (stereo unspecified) | 1.4 | -4 | 5% | -35% | 0% | -10% | 14% | 1% | -1%
Cc1csc(NC(=O)CSc2nnc(NC(=O)COc3ccc(Cl)cc3)s2)n1 | -4.4 | -25 | 0% | -29% | 8% | 0% | . | -8% | -11%
CC(=O)c1ccc(OCC(=O)NC2CCCN(Cc3ccccc3F)C2)cc1 (stereo unspecified) | 0.2 | -3 | -21% | -3% | -10% | -10% | -10% | -11% | ?
O=C(NC1=NCCS1)c1nc(-c2ccccc2)n(-c2ccccc2)n1 | 0.7 | -2 | 21% | -7% | -1% | 8% | -19% | -1% | 5%
Cc1ccc(-c2csc(NC(=O)c3cccc(S(=O)(=O)N4CCN(C)CC4)c3)n2)cc1 | -1.1 | 0 | -4% | 2% | -1% | -12% | 17% | -3% | -8%
O=C(OCC(=O)N1CCC(Cc2ccccc2)CC1)c1cncc(Br)c1 | -0.5 | 0 | -2% | -2% | -9% | -10% | ? | 7% | 7%
N#Cc1ccc(OCC(=O)OCC(=O)N2CCc3ccccc32)cc1 | -0.6 | 9 | 8% | 0% | 5% | -7% | -38% | 6% | -3%
O=C(CCSCCC(=O)Nc1ccccc1F)Nc1ccccc1F | -4.9 | 1 | -6% | -27% | 12% | -9% | . | 0% | -3%
O=C(O)CNc1ccc(S(=O)(=O)C(F)(F)F)cc1[N+](=O)[O-] | 0.8 | -19 | -14% | -9% | 2% | -18% | 14% | -8% | -9%
O=C(CSc1nc2c(sc3ccccc32)c(=O)n1CCCN1CCCC1)NCc1ccccc1 | -4.6 | 7 | -19% | -10% | -14% | -18% | 48% | -1% | -12%
Cc1ccc(C)c(OCC(=O)NNC(=O)c2ccc(=O)[nH]c2)c1 | -0.3 | -2 | 6% | 6% | 14% | 6% | -10% | 3% | -6%
CC1=C(C(=O)OC(C)C)C(c2cccnc2)C2=C(CCCC2=O)N1 (stereo unspecified) | -2.7 | . | 7% | 0% | 6% | -10% | -8% | 0% | -1%
O=C(NCC1CCCN(C(=O)c2cccc(C(F)(F)F)c2)C1)c1ccc(F)cc1 (stereo unspecified) | -1.4 | -2 | -4% | 1% | 1% | -18% | 12% | -7% | 10%
COc1ccc(CCNC(=O)c2ccc(OCc3c(C)noc3C)cc2)cc1OC | -0.3 | 2 | -4% | -7% | -17% | 7% | -21% | 5% | -22%
CCc1nonc1NC(=O)c1oc2cc(Br)ccc2c1C | -1.4 | 1 | 8% | 1% | 6% | -18% | -1% | -8% | -23%
COc1cc(C(=S)N2CCCCC2)ccc1OCC(=O)Nc1ccccc1Cl | -0.4 | 1 | -3% | 2% | 20% | -28% | 16% | -5% | -4%
CCCN(C(=O)COc1ccc(Cl)cc1Cl)c1c(N)n(Cc2ccccc2)c(=O)[nH]c1=O | -0.6 | 2 | 0% | 5% | -2% | 1% | -44% | 5% | -12%
COc1ccc(CCNC2=CC(=O)N(c3ccc(F)cc3)C2=O)cc1 | -0.1 | 5 | 7% | 8% | -4% | 8% | 9% | 1% | -5%
COc1ccc(Cn2c(-c3ccc(C)cc3)nc3c(c(=O)c4ccccc4n3C)c2=O)cc1 | -0.4 | 2 | 19% | ? | -9% | 0% | . | -1% | ?

7 structures already listed, sorted by heavy-atom count, highest first:
SMILES | IL2 activator | PI5P4Ka inh | Abeta yeast res | WRN inhibitor | EPAC1 ag | PLK1 PBD block | FUS yeast rescue | aSyn yeast inh | EPAC1 antag
O=C(CSc1nc2c(sc3ccccc32)c(=O)n1CCCN1CCCC1)NCc1ccccc1 | -4.6 | 7 | -19% | -10% | -14% | -18% | 48% | -1% | -12%
Cc1ccc(-c2csc(NC(=O)c3cccc(S(=O)(=O)N4CCN(C)CC4)c3)n2)cc1 | -1.1 | 0 | -4% | 2% | -1% | -12% | 17% | -3% | -8%
COc1ccc(CCNC(=O)c2ccc(OCc3c(C)noc3C)cc2)cc1OC | -0.3 | 2 | -4% | -7% | -17% | 7% | -21% | 5% | -22%
COc1cc(C(=S)N2CCCCC2)ccc1OCC(=O)Nc1ccccc1Cl | -0.4 | 1 | -3% | 2% | 20% | -28% | 16% | -5% | -4%
O=C(OCC(=O)N1CCC(Cc2ccccc2)CC1)c1cncc(Br)c1 | -0.5 | 0 | -2% | -2% | -9% | -10% | ? | 7% | 7%
O=C(NC1=NCCS1)c1nc(-c2ccccc2)n(-c2ccccc2)n1 | 0.7 | -2 | 21% | -7% | -1% | 8% | -19% | -1% | 5%
Cc1ccc(C)c(OCC(=O)NNC(=O)c2ccc(=O)[nH]c2)c1 | -0.3 | -2 | 6% | 6% | 14% | 6% | -10% | 3% | -6%

Compound activity as filed in PubChem BioAssay.

Compounds were not picked by outcome (roughly 4.1% active in at least one column).
